PV pol inh: poliovirus RNA polymerase inhibition; P03300; poliovirus polymerase elongation, fluorescence polarization; hits give low values; % elongation, % (compound at 16.7 µg/mL); actives 0.66% (n = 150,000); in the data active = % elongation below about 90%; also: some results filed as inactive read as strong as hits
Target sequence (P03300 1749-2209 limits assumed): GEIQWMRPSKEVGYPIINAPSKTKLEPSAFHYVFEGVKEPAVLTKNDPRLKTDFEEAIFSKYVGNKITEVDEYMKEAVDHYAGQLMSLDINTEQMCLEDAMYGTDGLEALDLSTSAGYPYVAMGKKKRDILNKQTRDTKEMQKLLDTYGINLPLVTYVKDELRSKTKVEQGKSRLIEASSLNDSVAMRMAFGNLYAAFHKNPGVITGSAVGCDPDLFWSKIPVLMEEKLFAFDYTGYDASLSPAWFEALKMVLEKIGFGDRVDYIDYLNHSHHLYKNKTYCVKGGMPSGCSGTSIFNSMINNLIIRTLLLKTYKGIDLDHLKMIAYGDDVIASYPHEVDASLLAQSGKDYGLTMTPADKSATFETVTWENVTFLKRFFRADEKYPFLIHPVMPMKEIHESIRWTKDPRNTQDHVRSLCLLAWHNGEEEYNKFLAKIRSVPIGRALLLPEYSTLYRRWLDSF
PV pol inh FP z-score: further read-out of PV pol inh, marked with its call; z-score; measured here: FP z-score; hits read low
* hit, by the source's call; & = joins results of further samples. This is a subset; count on the stated rates, not on these rows.

What do the screens show for `Cc1[nH]c2ccccc2c1C(=O)C(=O)NC1CC(=O)N(c2cccc(F)c2)C1` (stereo unspecified)?
PV pol inh: 109.0; PV pol inh FP z-score: 0.4

How did O=C(O)c1c[nH]c(=O)cc1C(F)(F)F do in these assays?
PV pol inh: 101.0; PV pol inh FP z-score: 0.1

How did CCC(C(=O)Nc1ccc(C(=O)OC)cc1)n1nc(-c2ccc(C)c(C)c2)ccc1=O (stereo unspecified) do in these assays?
PV pol inh: 99.0; PV pol inh FP z-score: -1.8

How did CCOc1cccc(C(=O)N2CCCCC2c2cccnc2)c1 (stereo unspecified) do in these assays?
PV pol inh: 100.0; PV pol inh FP z-score: -0.1

Results for O=C(CNC(=O)c1ccc2ccccc2c1)NCc1ccccn1 ?
PV pol inh: 102.0; PV pol inh FP z-score: 0

Results for NNC(=O)c1c(O)c2ccccc2[nH]c1=O ?
PV pol inh: 102.0; PV pol inh FP z-score: 0.2

How did CNCC(=O)NC1CC1 do in these assays?
PV pol inh: 103.0; PV pol inh FP z-score: 0.1

How did N#CC(C#N)=Cc1ccc(O)cc1 do in these assays?
PV pol inh: 100.0&96.0; PV pol inh FP z-score: -0.1&-0.1

How did Cc1noc(-c2ccc(-c3noc(-c4ccc([N+](=O)[O-])c(C)c4)n3)cc2)n1 do in these assays?
PV pol inh: 109.0; PV pol inh FP z-score: 0.3

Results for CC1(C)CC(NC(=O)CCCC(=O)O)CC(C)(C)N1 ?
PV pol inh: 102.0; PV pol inh FP z-score: 0.1

What do the screens show for `CC(C)c1ccc(OCC(=O)N2CCN(CCc3ccncc3)CC2)cc1`?
PV pol inh: 101.0; PV pol inh FP z-score: -0.4

How did COc1cc(-c2nnc(SCC(=O)N3CCCc4ccccc43)o2)cc(OC)c1OC do in these assays?
PV pol inh: 109.0; PV pol inh FP z-score: 1

How did CC(C)(CN=C1NS(=O)(=O)c2ccccc21)CNC(=O)c1ccccc1Cl do in these assays?
PV pol inh: 103.0; PV pol inh FP z-score: 0.1

Results for COc1cccc(OC)c1C1N=C(N)Nc2nc3ccccc3n21 (stereo unspecified) ?
PV pol inh: 100.0; PV pol inh FP z-score: -0.2

Results for COc1ccc(CNC(=O)Cn2nnc(-c3ccc(S(C)(=O)=O)cc3)n2)cc1 ?
PV pol inh: 104.0; PV pol inh FP z-score: 0.2

Results for O=C(Nc1ccc(F)c(Cl)c1)N1CC=C(c2c[nH]c3ccccc23)CC1 ?
PV pol inh: 124.0; PV pol inh FP z-score: 2.9

What do the screens show for `COc1cccc(Nc2ccc(C(=O)O)cc2N)c1`?
PV pol inh: 101.0; PV pol inh FP z-score: -0.2

How did CC(C)(C)C(=O)Cn1c(=O)n(-c2ccc(Cl)c(Cl)c2)c(=O)c2c3c(sc21)CCCC3 do in these assays?
PV pol inh: 107.0; PV pol inh FP z-score: 0.3

What do the screens show for `COc1ccc(NC(=O)c2cnc(SC)nc2)cc1`?
PV pol inh: 104.0; PV pol inh FP z-score: 0.8

How did COc1ccccc1NCC(=O)Nc1ccc(N2CCOCC2)cc1 do in these assays?
PV pol inh: 101.0; PV pol inh FP z-score: -0.4

How did Cc1ccc(NC(=O)CN2C(=O)CSc3ncccc32)cc1 do in these assays?
PV pol inh: 102.0; PV pol inh FP z-score: 0

What do the screens show for `CCSc1nnc(NC(=O)CC(C)C)s1`?
PV pol inh: 101.0; PV pol inh FP z-score: 0.2

How did NC(=O)CSc1nsc(SCC(N)=O)n1 do in these assays?
PV pol inh: 101.0; PV pol inh FP z-score: -0.2

Results for Cc1ccc(CCNC(=O)C(C)n2nc(C)c3c(C)n(-c4ccc(C)cc4)nc3c2=O)cc1 (stereo unspecified) ?
PV pol inh: 108.0; PV pol inh FP z-score: -0.1

What do the screens show for `Clc1ccccc1C(c1nnnn1Cc1ccco1)N1CCN(Cc2ccco2)CC1` (stereo unspecified)?
PV pol inh: 101.0; PV pol inh FP z-score: -0.1

What do the screens show for `O=C(Nc1ccccc1)Nc1c2ccccc2nc(=O)n1Cc1ccccc1`?
PV pol inh: 104.0; PV pol inh FP z-score: 0.2

How did CC1(C)Cc2[nH]c(=S)c(C#N)cc2CO1 do in these assays?
PV pol inh: 101.0; PV pol inh FP z-score: 0

What do the screens show for `COc1ccc(C(=O)c2c(N)c(-c3nc(-c4ccc5c(c4)OCO5)cs3)c3ccccn23)cc1`?
PV pol inh: 112.0; PV pol inh FP z-score: 0.9

How did O=C(Nc1ccccc1)c1cccnc1 do in these assays?
PV pol inh: 99.0; PV pol inh FP z-score: -0.5

How did Cc1ccccc1NC(=O)CSC1=Nc2ccccc2C2=NC(CCC(=O)NCc3ccccc3)C(=O)N12 (stereo unspecified) do in these assays?
PV pol inh: 111.0; PV pol inh FP z-score: -0.4

How did CCOC(=O)C1CCN(c2cc(C)c(C#N)c3nc4ccccc4n23)CC1 do in these assays?
PV pol inh: 103.0; PV pol inh FP z-score: 0.6

How did O=C(CS(=O)(=O)Nc1cccc(C(F)(F)F)c1)Nc1cccc(C(F)(F)F)c1 do in these assays?
PV pol inh: 99.0; PV pol inh FP z-score: -0.6

Results for Cc1cc(C(=O)OCC(=O)c2cccs2)c2ccccc2n1 ?
PV pol inh: 96.0; PV pol inh FP z-score: -0.7

How did Cc1cc(C)n2ncc(C(=O)NC3CCCC3)c2n1 do in these assays?
PV pol inh: 104.0; PV pol inh FP z-score: 2.1

How did CCN1CCN(c2c(C(=O)c3ccccc3)cnc3ccc(OC)cc23)CC1 do in these assays?
PV pol inh: 100.0; PV pol inh FP z-score: -0.6

How did CN(C1=NC(=O)CS1)c1ccc(Cl)cc1 do in these assays?
PV pol inh: 101.0; PV pol inh FP z-score: 0.3

How did CNC(=S)NN1C(C)CCCC1C (stereo unspecified) do in these assays?
PV pol inh: 100.0; PV pol inh FP z-score: -0.1

How did O=C(CCn1cnnn1)Nc1cc(C(F)(F)F)cc(C(F)(F)F)c1 do in these assays?
PV pol inh: 102.0; PV pol inh FP z-score: -0.3

What do the screens show for `O=C(COC(=O)/C=C/c1ccco1)Nc1ccc(F)cc1F`?
PV pol inh: 105.0; PV pol inh FP z-score: 1.4

How did CN(C)CCNC(=O)c1cc2ccccc2oc1=O do in these assays?
PV pol inh: 100.0; PV pol inh FP z-score: -0.3

Gathered by group: the compounds so far containing two or more sulfur atoms.
What do the screens show for `CCSc1nnc(NC(=O)CC(C)C)s1`?
PV pol inh: 101.0; PV pol inh FP z-score: 0.2

How did NC(=O)CSc1nsc(SCC(N)=O)n1 do in these assays?
PV pol inh: 101.0; PV pol inh FP z-score: -0.2

Further records follow.
What do the screens show for `CCCN1C(=O)/C(=C/c2ccc(C)o2)NC1=S`?
PV pol inh: 101.0; PV pol inh FP z-score: -0.2

What do the screens show for `CCN(CC)CCNc1cc(C)c2cccc(C)c2n1`?
PV pol inh: 96.0; PV pol inh FP z-score: -1.4

How did O=C(NCC1CCCO1)c1cccc2ccccc12 (stereo unspecified) do in these assays?
PV pol inh: 102.0; PV pol inh FP z-score: 0.3

How did O=c1[nH]c(O)c(C=NC2CCCCCC2)c(=O)[nH]1 do in these assays?
PV pol inh: 101.0; PV pol inh FP z-score: -0.2

Results for O=C(/C=C/c1ccccc1)CC(=O)c1ccccc1O ?
PV pol inh: 102.0; PV pol inh FP z-score: 0.3

What do the screens show for `O=C(O)COc1ccccc1/C=N/NC(=O)c1ccccc1`?
PV pol inh: 100.0; PV pol inh FP z-score: -0.4

Results for COc1ccc(C)cc1NC(=O)C(CCSC)NS(=O)(=O)c1ccc2c(c1)oc(=O)n2C (stereo unspecified) ?
PV pol inh: 103.0; PV pol inh FP z-score: -0.1

How did O=C(CCN1CCN(c2ccccc2)CC1)N/N=C/c1ccncc1 do in these assays?
PV pol inh: 104.0; PV pol inh FP z-score: 0.2

What do the screens show for `O=C(NCCCN1CCCCC1)c1ccc(CS(=O)c2ccc(Cl)cc2)o1` (stereo unspecified)?
PV pol inh: 102.0; PV pol inh FP z-score: 0

What do the screens show for `CC(C(=O)Nc1ccc2c(c1)OCCO2)N1CC=C(c2ccccc2)CC1` (stereo unspecified)?
PV pol inh: 111.0; PV pol inh FP z-score: 0.4

What do the screens show for `Clc1ccc(-c2csc3c4ncnc-4ncn23)cc1`?
PV pol inh: 107.0; PV pol inh FP z-score: 0.5

Results for Cn1c(CCCO)nc2ccccc21 ?
PV pol inh: 101.0; PV pol inh FP z-score: -1.1

Results for O=S(=O)(NCC(c1ccco1)N1CCN(c2ccccc2)CC1)c1ccccc1 (stereo unspecified) ?
PV pol inh: 106.0; PV pol inh FP z-score: -0.2

What do the screens show for `CN(C)S(=O)(=O)c1cccc(C(=O)NCC2CCCO2)c1` (stereo unspecified)?
PV pol inh: 103.0; PV pol inh FP z-score: 1.2

How did Cc1cc(C)cc(OCC(=O)OCC(=O)NC23CC4CC(CC(C4)C2)C3)c1 do in these assays?
PV pol inh: 101.0; PV pol inh FP z-score: -0.3

Results for CCOc1ccc2nc(SCC(=O)NC(=O)CN3CCCC3=O)sc2c1 ?
PV pol inh: 100.0; PV pol inh FP z-score: -0.4

Results for COc1ccc(-c2nc3scc(CCNS(=O)(=O)c4ccc(NC(C)=O)cc4)n3n2)cc1 ?
PV pol inh: 110.0; PV pol inh FP z-score: 0.7

How did CNC(=S)NCCN1C(=O)S/C(=C\c2cccnc2)C1=O do in these assays?
PV pol inh: 105.0; PV pol inh FP z-score: 0.4

Results for N#Cc1c(-c2ccccc2)cc(-c2ccco2)c(C#N)c1N ?
PV pol inh: 115.0; PV pol inh FP z-score: 6.5

How did CCC1=Nc2cc(C(=O)N3CCC(C)CC3)ccc2Sc2ccc(C)cc21 do in these assays?
PV pol inh: 108.0; PV pol inh FP z-score: -1.1

Some of these compounds in order of length of the SMILES, smallest number first:
How did O=C(CCN1CCN(c2ccccc2)CC1)N/N=C/c1ccncc1 do in these assays?
PV pol inh: 104.0; PV pol inh FP z-score: 0.2

What do the screens show for `O=C(NCCCN1CCCCC1)c1ccc(CS(=O)c2ccc(Cl)cc2)o1` (stereo unspecified)?
PV pol inh: 102.0; PV pol inh FP z-score: 0

How did CCC1=Nc2cc(C(=O)N3CCC(C)CC3)ccc2Sc2ccc(C)cc21 do in these assays?
PV pol inh: 108.0; PV pol inh FP z-score: -1.1

Results for O=S(=O)(NCC(c1ccco1)N1CCN(c2ccccc2)CC1)c1ccccc1 (stereo unspecified) ?
PV pol inh: 106.0; PV pol inh FP z-score: -0.2

(further entries)
Results for Cc1ccc(C)c(N2CCN(S(=O)(=O)c3ccc(C4CCCCC4)cc3)CC2)c1 ?
PV pol inh: 108.0; PV pol inh FP z-score: 0.8

How did Cc1cc2nc3c(=O)n(C4CCCCC4)c(=O)[nH]c3nc2cc1N=CN(C)C do in these assays?
PV pol inh: 93.0; PV pol inh FP z-score: -1.1

What do the screens show for `CCCCNS(=O)(=O)c1c(C)c(C)cc(C)c1C`?
PV pol inh: 100.0; PV pol inh FP z-score: -0.3

Results for O=C(CCC(=O)c1ccccc1)NCc1ccccc1 ?
PV pol inh: 102.0; PV pol inh FP z-score: 0.1

Results for Cc1nc2ccccn2c1C(=O)N/N=C/c1ccccc1 ?
PV pol inh: 102.0; PV pol inh FP z-score: 0.2

Results for COC(=O)Cn1cnc2c(nnn2Cc2ccccc2F)c1=O ?
PV pol inh: 100.0; PV pol inh FP z-score: -0.3

Results for CC(=O)Nc1ccc(Nc2cc(C)c3ccccc3n2)cc1 ?
PV pol inh: 99.0; PV pol inh FP z-score: -0.4

How did O=C(O)COCC(=O)Nc1ccc2c(c1)oc1ccccc12 do in these assays?
PV pol inh: 106.0; PV pol inh FP z-score: 0.9

How did Cc1cc(C)c2oc(-c3cccc(NC(=O)c4cccc(F)c4)c3C)nc2c1 do in these assays?
PV pol inh: 94.0; PV pol inh FP z-score: -3

What do the screens show for `COc1ccc(NC(=O)CC2C(=O)N(c3ccc(C)cc3)C(=O)N2Cc2ccc3c(c2)OCO3)cc1` (stereo unspecified)?
PV pol inh: 107.0; PV pol inh FP z-score: 0.3

Results for CC(C)(C)OC(=O)N1CCC(c2c(C(=O)NCc3ccccc3)cnn2-c2ccccc2)CC1 ?
PV pol inh: 110.0; PV pol inh FP z-score: 0.7

Results for COC(=O)c1ccc(C(=O)NC(=S)Nc2nc3c(s2)CCCC3)cc1 ?
PV pol inh: 102.0; PV pol inh FP z-score: 0.1

What do the screens show for `CC(=O)O[C@@H]1O[C@@H]2CO[C@@H](c3ccccc3)O[C@H]2[C@H](OC(C)=O)[C@H]1OC(C)=O`?
PV pol inh: 110.0; PV pol inh FP z-score: 0.6

How did CN(C)c1ccc(CNC(=O)Cn2c(=O)oc3cc(S(=O)(=O)NCc4ccccc4)ccc32)cc1 do in these assays?
PV pol inh: 109.0; PV pol inh FP z-score: 0.7

Entries from the list above that have fluorine, in the order listed:
What do the screens show for `Cc1[nH]c2ccccc2c1C(=O)C(=O)NC1CC(=O)N(c2cccc(F)c2)C1` (stereo unspecified)?
PV pol inh: 109.0; PV pol inh FP z-score: 0.4

How did O=C(O)c1c[nH]c(=O)cc1C(F)(F)F do in these assays?
PV pol inh: 101.0; PV pol inh FP z-score: 0.1

Results for O=C(Nc1ccc(F)c(Cl)c1)N1CC=C(c2c[nH]c3ccccc23)CC1 ?
PV pol inh: 124.0; PV pol inh FP z-score: 2.9

How did O=C(CS(=O)(=O)Nc1cccc(C(F)(F)F)c1)Nc1cccc(C(F)(F)F)c1 do in these assays?
PV pol inh: 99.0; PV pol inh FP z-score: -0.6

How did O=C(CCn1cnnn1)Nc1cc(C(F)(F)F)cc(C(F)(F)F)c1 do in these assays?
PV pol inh: 102.0; PV pol inh FP z-score: -0.3

What do the screens show for `O=C(COC(=O)/C=C/c1ccco1)Nc1ccc(F)cc1F`?
PV pol inh: 105.0; PV pol inh FP z-score: 1.4

Results for COC(=O)Cn1cnc2c(nnn2Cc2ccccc2F)c1=O ?
PV pol inh: 100.0; PV pol inh FP z-score: -0.3

How did Cc1cc(C)c2oc(-c3cccc(NC(=O)c4cccc(F)c4)c3C)nc2c1 do in these assays?
PV pol inh: 94.0; PV pol inh FP z-score: -3

Compound activity from PubChem.
